Bioassay records as filed in PubChem BioAssay.
Nrf2 block: Nrf2 pathway inhibition; Potency, µM (titrated, usually from 46 µM), without a hit: top-dose activity change, negative = inhibition, usual class: inhibitors; A549 ARE-Fluc reporter, luciferase luminescence, 18-24 h; actives 2.1% (n = 360,000); AID 504444; also: % is scaled to controls: 0 for no effect and ±100 for the full control effect; nearly all actives have a fitted effect of over 60% in size
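Concentration-response testing used A549 ARE_Fluc cells at 5000 cells/well. Following an 18-24 h compound incubation, viability was read by fluorescence (Ex 405/Em 525) and luciferase output by luminescence.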
ATXN2 expr inh: inhibitors of ATXN2 expression; HEK-293 ATXN2-luciferase reporter, luminescence, 24 h; Potency, µM (top dose mostly 57 µM), inactives show at the top dose activity change, negative = inhibition, most hits filed as inhibitors; actives 0.72% (n = 360,000); AID 1745845; also: % is scaled to controls: 0 for no effect and ±100 for the full control effect; nearly all actives have a fitted effect of over 55% in size
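ATXN2-luciferase reporter cells (luciferase flanked by upstream and downstream ATXN2 gene portions) were treated 24 h at 37 °C with compounds at up to 57 uM. SteadyGlo luminescence gave expression; GF-AFC fluorescence gave viability.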
MCF10A rerep: induces DNA re-replication in MCF 10a normal breast cells; AID 624296; MCF 10A DNA re-replication, Hoechst nuclear intensity, 48 h; actives 2.9% (n = 350,000); Potency, µM (top dose mostly 46.1 µM), for the others: at the highest dose activity, positive = re-replication, usual class: activators; also: % of control where 0% means no effect; nearly all actives have a fitted effect of over 50% in size
HepG2 tox: HepG2 cytotoxicity, counter-screen for TGF-b inhibitors. AID 588856. HepG2 CAGA-GFP viability, ATP luminescence, 18 h. Potency, µM (top dose mostly 46.1 µM), without a hit: at the top dose activity change, negative = cytotoxicity, usual class: cytotoxic. actives 0.76% (n = 410,000); also: some results filed as inactive show a strong effect at the top dose
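HepG2 CAGA-GFP cells (1000/well, DMEM with 1% FBS) received compound, then TGF-beta at 500 pg/mL final, and were incubated 18 hours at 37 degrees C. Viability was read by CellTiter-Glo luminescence. Media-only wells were set as complete cell-killing and DMSO as no toxicity.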
ATXN viability: cell viability loss in ATXN counter-screen | S2 cells (HEK-293 line with an ATXN2-luciferase reporter) viability, CellTiter-Fluor protease fluorescence, 24 h | Potency, µM (highest dose often 56.7 µM), usual class: cytotoxic | actives 0.49% (n = 400,000) | AID 651635; also: nearly all actives have a fitted effect of over 40% in size
Nrf2 activator: activates Nrf2 signaling; AREc32 ARE-luciferase reporter (MCF7-derived line), luminescence, 24 h; Potency, µM (doses to about 46.1 µM), inactives show at the top dose activation, usual class: activators; actives 0.31% (n = 410,000); also: % of control where 0% means no effect; nearly all actives have a fitted effect of over 65% in size
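ARE activation measured as luciferase luminescence (Steady-Glo, 30 min RT) in AREc32_Fluc cells after 24 hr compound exposure at 37 deg C, 5% CO2; cells seeded overnight at 1000/well in OPTI-MEM, 5% FBS.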
TGFb SMAD3 inh: TGF-b pathway inhibition | Potency, µM (top dose mostly 46.1 µM), inactives show top-dose activity, negative = inhibition, most hits filed as inhibitors | actives 1.2% (n = 410,000) | HepG2 CAGA-GFP TGF-b/SMAD3 reporter, GFP fluorescence, 18 h; TGF-beta stimulated, 500 pg/mL final; also: % is scaled to controls: 0 for no effect and ±100 for the full control effect; nearly all actives have a fitted effect of over 65% in size
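GFP signal (ex488/em500-530) from TGF-beta-stimulated HEPG2 CAGA-GFP cells, 500 pg/mL final, 18 h at 37 degrees C in DMEM plus 1% FBS, normalized to unstimulated and DMSO-stimulated controls.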
EPAC2 antagonist: EPAC2 (human) antagonism; Q8WZA2; EPAC2 GEF exchange of Rap1B-BODIPY-GDP, fluorescence; Potency, µM (top dose mostly 114 µM), without a hit: at the top dose activity, negative = inhibition, hits mostly inhibitors; actives 0.18% (n = 360,000); also: % is scaled to controls: 0 for no effect and ±100 for the full control effect; nearly all actives have a fitted effect of over 45% in size; many of its hits are not listed in these tables
Target sequence (Q8WZA2 whole entry, looked up): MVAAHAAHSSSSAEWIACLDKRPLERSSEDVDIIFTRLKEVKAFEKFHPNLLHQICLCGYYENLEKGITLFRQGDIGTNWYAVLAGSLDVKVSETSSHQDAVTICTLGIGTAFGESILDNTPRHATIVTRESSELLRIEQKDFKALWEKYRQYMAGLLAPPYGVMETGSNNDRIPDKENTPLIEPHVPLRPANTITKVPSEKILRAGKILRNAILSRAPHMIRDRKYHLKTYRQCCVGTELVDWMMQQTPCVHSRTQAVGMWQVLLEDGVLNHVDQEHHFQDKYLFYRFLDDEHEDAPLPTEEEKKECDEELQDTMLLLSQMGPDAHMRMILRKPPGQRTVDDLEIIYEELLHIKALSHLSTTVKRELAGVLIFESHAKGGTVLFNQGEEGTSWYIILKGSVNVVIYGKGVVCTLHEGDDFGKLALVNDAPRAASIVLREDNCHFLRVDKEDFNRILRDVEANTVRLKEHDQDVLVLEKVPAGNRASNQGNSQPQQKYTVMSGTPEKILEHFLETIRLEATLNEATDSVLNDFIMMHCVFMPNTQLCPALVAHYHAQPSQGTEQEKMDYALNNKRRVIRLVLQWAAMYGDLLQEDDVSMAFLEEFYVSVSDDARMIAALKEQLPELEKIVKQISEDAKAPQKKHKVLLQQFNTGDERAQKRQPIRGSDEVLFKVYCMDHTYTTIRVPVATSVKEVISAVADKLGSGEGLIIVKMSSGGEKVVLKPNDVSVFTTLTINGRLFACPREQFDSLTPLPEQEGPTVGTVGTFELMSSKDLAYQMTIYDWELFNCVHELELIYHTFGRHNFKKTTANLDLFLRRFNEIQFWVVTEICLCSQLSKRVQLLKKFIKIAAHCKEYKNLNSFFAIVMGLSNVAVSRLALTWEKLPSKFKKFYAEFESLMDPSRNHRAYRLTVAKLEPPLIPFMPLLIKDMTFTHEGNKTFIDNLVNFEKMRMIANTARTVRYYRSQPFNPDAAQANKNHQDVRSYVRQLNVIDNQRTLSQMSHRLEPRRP
A549 viability: counter-screen for Nrf2 inhibitors: cytotoxicity in A549 cells; AID 504648; actives 0.16% (n = 390,000); A549 ARE-Fluc cells, CellTiter-Fluor viability, 18-24 h; Potency, µM (highest dose often 46 µM), inactives show top-dose activity change, negative = cytotoxicity, actives largely listed as inhibitors; also: % is scaled to controls: 0 for no effect and ±100 for the full control effect
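A549 ARE_Fluc cells in 5% FBS OPTI-MEM were exposed to compounds in concentration-response for 18-24 h at 37 deg C. Viability was read by CellTiter-Fluor fluorescence (Ex 405/Em 525) after 30 min, before the luciferase read.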
Active calls of the source: *; [ ] = dose if it differs, or a comment. Calls follow the shape of the dose curve; as a rule, active = well fitted curve in the direction sought with a large enough effect; inconclusive = small, poorly fitted or top-dose-only effect, or another doubt; inactive = no such curve, though single readings can be large; an effect the other way counts as inactive or inconclusive. Potency is read from the fitted curve at half-maximal effect. The list is partial; rates above refer to the full screens.

How did Cn1cc(C(=O)NCCc2ccccc2)c(=O)c2cc(S(=O)(=O)N3CCCCCC3)ccc21 do in these assays?
Nrf2 block: 4%; ATXN2 expr inh: -3%; HepG2 tox: -1%; ATXN viability: inactive; Nrf2 activator: -0.9%; TGFb SMAD3 inh: -4%; A549 viability: 6%

Results for O=C(NC1CCN(C(=O)Nc2ccccc2Cl)CC1)c1ccccc1 ?
Nrf2 block: inconclusive; MCF10A rerep: -3%; HepG2 tox: 6%; ATXN viability: inactive; Nrf2 activator: -0.7%; TGFb SMAD3 inh: -1%; EPAC2 antagonist: -4%; A549 viability: 13%

Results for CCOC(=O)N(C)c1c(CC)nc2c(OCc3ccc(S(C)(=O)=O)cc3)cccn12 ?
ATXN2 expr inh: -4%; HepG2 tox: -4%; ATXN viability: inactive; Nrf2 activator: -1.2%; TGFb SMAD3 inh: -19%; EPAC2 antagonist: inconclusive

How did CN(C)c1cc[n+](CC(=O)N2CCCc3ccccc32)cc1 do in these assays?
Nrf2 block: -12%; ATXN2 expr inh: inconclusive; MCF10A rerep: -8%; HepG2 tox: -6%; ATXN viability: inactive; Nrf2 activator: 0.0%; TGFb SMAD3 inh: -22%; EPAC2 antagonist: 3%; A549 viability: -4%

Results for COC(=O)c1cc(NC(C)=O)ccc1N1CCOCC1 ?
Nrf2 block: 0%; ATXN2 expr inh: 10%; MCF10A rerep: -5%; HepG2 tox: 1%; ATXN viability: inactive; Nrf2 activator: -0.6%; TGFb SMAD3 inh: -7%; EPAC2 antagonist: 2%; A549 viability: -12%

What do the screens show for `OC1COC(c2ccccc2)OC1C(O)C1OC(c2ccccc2)OCC1O` (configuration not stated)?
Nrf2 block: -8%; ATXN2 expr inh: -11%; MCF10A rerep: -20%; HepG2 tox: -8%; ATXN viability: inactive; Nrf2 activator: 0.1%; TGFb SMAD3 inh: 0%; EPAC2 antagonist: 4%; A549 viability: 0%

How did COc1ccccc1N1CCN(S(=O)(=O)c2cn(C)nc2C)CC1 do in these assays?
Nrf2 block: -17%; ATXN2 expr inh: 3%; MCF10A rerep: 0%; HepG2 tox: 3%; ATXN viability: inactive; Nrf2 activator: -0.3%; TGFb SMAD3 inh: inconclusive; EPAC2 antagonist: 9%; A549 viability: 0%

What do the screens show for `CC(C)(C)SCCNC(=O)CN(c1ccc(F)c(Cl)c1)S(C)(=O)=O`?
ATXN2 expr inh: 0%; MCF10A rerep: -2%; HepG2 tox: -7%; ATXN viability: inactive; Nrf2 activator: -0.3%; TGFb SMAD3 inh: -8%; EPAC2 antagonist: 1%; A549 viability: 1%

Results for O=C(N/N=C/c1c[nH]c2ccc(Br)cc12)c1ccn(Cc2ccc(Cl)cc2)n1 ?
Nrf2 block: inconclusive; ATXN2 expr inh: -6%; MCF10A rerep: 0%; HepG2 tox: 6%; ATXN viability: inactive; Nrf2 activator: 0.1%; TGFb SMAD3 inh: inconclusive; EPAC2 antagonist: -4%; A549 viability: -11%

How did Cc1cc(=O)oc2c(C)c(OC(C)C(=O)NCC3CCC(C(=O)O)CC3)ccc12 (configuration not stated) do in these assays?
Nrf2 block: -8%; ATXN2 expr inh: -1%; MCF10A rerep: inconclusive; HepG2 tox: -2%; ATXN viability: inactive; Nrf2 activator: -1.1%; TGFb SMAD3 inh: 11%; EPAC2 antagonist: 10%; A549 viability: -2%

Results for Cc1ccc(S(=O)(=O)N2CC3=C(C2)C2CC2(C)C3)cc1 (configuration not stated) ?
ATXN2 expr inh: -9%; ATXN viability: inactive; Nrf2 activator: 8.1%; EPAC2 antagonist: inconclusive

Results for O=C(NC1CCCC1)C(c1ccccc1)N(C(=O)c1ccno1)c1ccccc1 (configuration not stated) ?
Nrf2 block: 10%; ATXN2 expr inh: 1%; MCF10A rerep: 1%; HepG2 tox: 6%; ATXN viability: inactive; Nrf2 activator: 0.3%; TGFb SMAD3 inh: -19%; EPAC2 antagonist: 5%; A549 viability: -8%

How did O=c1c(Br)c(N2CCCC2)cnn1-c1ccccc1 do in these assays?
Nrf2 block: inconclusive; ATXN2 expr inh: 9%; MCF10A rerep: -1%; HepG2 tox: 26%; ATXN viability: inactive; Nrf2 activator: 0.2%; TGFb SMAD3 inh: -3%; EPAC2 antagonist: 4%; A549 viability: -7%

How did Clc1cccc(CN2CCC(Cc3ccccc3)CC2)c1 do in these assays?
Nrf2 block: 3%; ATXN2 expr inh: -36%; MCF10A rerep: inconclusive; HepG2 tox: -18%; ATXN viability: inconclusive; Nrf2 activator: -0.6%; TGFb SMAD3 inh: 0%; EPAC2 antagonist: -5%; A549 viability: -5%

How did O=C(COC(=O)Cc1ccccc1F)Nc1ccc(SC(F)F)cc1 do in these assays?
Nrf2 block: 5%; ATXN2 expr inh: -2%; MCF10A rerep: -3%; HepG2 tox: -11%; ATXN viability: inactive; Nrf2 activator: -1.0%; TGFb SMAD3 inh: -2%; EPAC2 antagonist: -1%; A549 viability: 1%

The last 3 records of the section before open the next one.
How did O=c1c(Br)c(N2CCCC2)cnn1-c1ccccc1 do in these assays?
Nrf2 block: inconclusive; ATXN2 expr inh: 9%; MCF10A rerep: -1%; HepG2 tox: 26%; ATXN viability: inactive; Nrf2 activator: 0.2%; TGFb SMAD3 inh: -3%; EPAC2 antagonist: 4%; A549 viability: -7%

How did Clc1cccc(CN2CCC(Cc3ccccc3)CC2)c1 do in these assays?
Nrf2 block: 3%; ATXN2 expr inh: -36%; MCF10A rerep: inconclusive; HepG2 tox: -18%; ATXN viability: inconclusive; Nrf2 activator: -0.6%; TGFb SMAD3 inh: 0%; EPAC2 antagonist: -5%; A549 viability: -5%

How did O=C(COC(=O)Cc1ccccc1F)Nc1ccc(SC(F)F)cc1 do in these assays?
Nrf2 block: 5%; ATXN2 expr inh: -2%; MCF10A rerep: -3%; HepG2 tox: -11%; ATXN viability: inactive; Nrf2 activator: -1.0%; TGFb SMAD3 inh: -2%; EPAC2 antagonist: -1%; A549 viability: 1%

Results for Cc1noc(C)c1CSCC(=O)N(C)CC(=O)Nc1ccc(Cl)c(Cl)c1 ?
Nrf2 block: -18%; ATXN2 expr inh: -18%; MCF10A rerep: 9%; HepG2 tox: -10%; ATXN viability: inactive; Nrf2 activator: 2.5%; TGFb SMAD3 inh: -13%; EPAC2 antagonist: -4%; A549 viability: -4%

How did CCN(CC)C(=O)CSc1ncnc2c1cnn2Cc1ccccc1 do in these assays?
ATXN2 expr inh: 10%; MCF10A rerep: inconclusive; HepG2 tox: -2%; ATXN viability: inactive; Nrf2 activator: 3.8%; TGFb SMAD3 inh: 0%; EPAC2 antagonist: 1%; A549 viability: 4%

Results for CCc1cccc(NC(=O)Cn2nc(-c3cc(C)ccc3C)ccc2=O)c1 ?
Nrf2 block: inconclusive; ATXN2 expr inh: -20%; HepG2 tox: -48%; ATXN viability: inactive; Nrf2 activator: 3.4%; TGFb SMAD3 inh: inconclusive; A549 viability: -20%

What do the screens show for `CCc1ccc(/C([O-])=C(/C(=S)NCCN2CCOCC2)[n+]2ccccc2)cc1`?
Nrf2 block: 4%; ATXN2 expr inh: -11%; MCF10A rerep: 6.5µM*; HepG2 tox: -1%; ATXN viability: inactive; Nrf2 activator: 0.5%; TGFb SMAD3 inh: -14%; EPAC2 antagonist: 6%; A549 viability: 8%

What do the screens show for `CCC(C)c1ccc(NC(=O)C2CCN(c3ccc(C(F)(F)F)cn3)CC2)cc1` (configuration not stated)?
Nrf2 block: inconclusive; ATXN2 expr inh: -13%; MCF10A rerep: 12%; HepG2 tox: -2%; ATXN viability: inactive; Nrf2 activator: -0.2%; TGFb SMAD3 inh: -12%; EPAC2 antagonist: -1%; A549 viability: 7%

What do the screens show for `CC(C)(C)OC(=O)C[C@@H]1C/C=C\C[C@H](CC(=O)N[C@H](CO)Cc2ccccc2)C(=O)N[C@H](Cc2ccccc2)COC1=O`?
Nrf2 block: inconclusive; ATXN2 expr inh: 1%; MCF10A rerep: -1%; HepG2 tox: -14%; ATXN viability: inactive; Nrf2 activator: 0.0%; TGFb SMAD3 inh: 0%; EPAC2 antagonist: 27%; A549 viability: -6%

What do the screens show for `Cn1c(COc2ccc(F)cc2)nnc1SCC(=O)NC1CC1`?
Nrf2 block: 1%; ATXN2 expr inh: 4%; MCF10A rerep: 4%; HepG2 tox: 0%; ATXN viability: inactive; Nrf2 activator: -0.4%; TGFb SMAD3 inh: 2%; EPAC2 antagonist: -3%; A549 viability: 3%

What do the screens show for `O=C(Nc1cccc(OC(F)(F)F)c1)c1cccc2c(-c3cccnc3)coc12`?
ATXN2 expr inh: -31%; HepG2 tox: -35%; ATXN viability: inconclusive; Nrf2 activator: 5.0%; TGFb SMAD3 inh: inconclusive; EPAC2 antagonist: -11%

How did COc1ccc(C(=O)NCCNC(=O)c2cnccn2)cc1OC do in these assays?
Nrf2 block: 0%; ATXN2 expr inh: -8%; MCF10A rerep: 0%; HepG2 tox: -1%; ATXN viability: inactive; Nrf2 activator: -0.8%; TGFb SMAD3 inh: 8%; EPAC2 antagonist: 2%; A549 viability: 0%

What do the screens show for `Cc1cccc(CCNC(=O)c2ccc3c(c2)nc2n3CCOC2)c1`?
HepG2 tox: 0%; Nrf2 activator: -1.2%; TGFb SMAD3 inh: -12%; A549 viability: 2%

How did COC(=O)c1ccc(OCC2c3cc(OC)c(OC)cc3CCN2C(=O)Cc2ccc(OC)c(OC)c2)cc1 (configuration not stated) do in these assays?
ATXN2 expr inh: -3%; HepG2 tox: -20%; ATXN viability: inactive; Nrf2 activator: 4.8%; TGFb SMAD3 inh: -9%; A549 viability: 0%

Results for COc1ccc(C2=Nc3cc(C)ccc3OC2)cc1 ?
Nrf2 block: inconclusive; ATXN2 expr inh: 80%[activator]; MCF10A rerep: -1%; HepG2 tox: -23%; ATXN viability: inactive; Nrf2 activator: inconclusive; TGFb SMAD3 inh: -3%; EPAC2 antagonist: -4%; A549 viability: -5%
